GALR2 antag – blocks the human galanin receptor 2; O43603; hit rate 0.39% among 140,000; inhibition, % at 4 µM; AID 828; GALR2-expressing cells, antagonist mode; in the data active means inhibition above about 27%;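 further: cells stimulated with galanin 1-16 at roughly its EC80; 0% = agonist challenge control and 100% = basal control without agonist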
Target sequence (O43603 whole entry, looked up): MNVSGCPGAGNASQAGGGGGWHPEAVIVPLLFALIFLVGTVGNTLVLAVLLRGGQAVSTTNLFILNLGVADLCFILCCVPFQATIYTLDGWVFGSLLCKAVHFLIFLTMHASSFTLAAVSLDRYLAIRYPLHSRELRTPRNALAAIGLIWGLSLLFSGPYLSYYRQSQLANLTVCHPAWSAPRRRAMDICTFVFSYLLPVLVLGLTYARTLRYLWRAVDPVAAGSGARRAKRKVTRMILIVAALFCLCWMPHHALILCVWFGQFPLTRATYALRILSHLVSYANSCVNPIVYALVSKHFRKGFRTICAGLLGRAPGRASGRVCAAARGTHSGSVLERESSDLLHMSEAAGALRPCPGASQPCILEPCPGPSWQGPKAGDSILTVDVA
HCT116 bCat-KO – beta-catenin-lacking colon tumor cell growth suppression; hit rate 1.5% among 140,000; AID 818; HCT116 beta-catenin knockout viability, CellTiter-Glo, 60 h; stronger effect = lower value; viability, % at 10 µM;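 active means viability at or under a set limit, the compound median less 4 SD, cut at about 6% in these data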;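 further: 0% = Hyamine 1622 control at 20 µM and 100% = untreated cell control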
Measles CPE – protection of cells from measles virus; protection (pct of control), % at 4 µM; hit rate 1.5% among 140,000; Measles virus-infected cells, CPE protection, absorbance; AID 841; in the data active means protection mostly above about 24%, no sharp cut-off; inactive means mostly below about 26%; further: some compounds called inactive have numbers as strong as hits
PTEN del growth – suppresses growth of cells with PTEN deletion; hit rate 1.2% among 140,000; AID 827; HCT116 PTEN-null viability, CellTiter-Glo, 60 h; stronger effect = lower value; viability, % at 10 µM;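 active means viability at or below a set limit, 4 SD under the median of all tested compounds, cut at about 3.7% in these data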;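 further: PTEN knockout HCT116 line with beta catenin targeted HCT116 as companion control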
BB579 growth dn – chemicals that inhibit yeast BB579 growth in restrictive medium (lifespan-shortening candidates); hit rate 0.51% among 140,000; S. cerevisiae BB579 growth, OD615, 48 h; inhibition, % at 10 µM;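 active means inhibition above a set limit, 3 SD over the mean compound inhibition, cut at about 44% in these data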; further: inactives centre near -24
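Detection: OD615 turbidity measurement; Material: Saccharomyces cerevisiae DeaD strain BB579, replicative lifespan model yeast; Timing: 48 h exposure, 30 °C; Doses: single 10 µM dose; Medium: CSMM-D restrictive synthetic medium containing dextrose (glucose); Controls: amphotericin B at 10 µg/mL as positive control.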
Phagocyt inh – macrophage phagocytosis inhibition; hit rate 0.07% among 110,000; J774A.1 macrophage IgG-bead phagocytosis, imaging; inhibition, % at 5 µM;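 active means inhibition above the mean of the plate negative controls plus 5 SD, cut at about 13% in these data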;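 further: phagocytic index as fraction of beads internalized from green versus red external bead signal; plate controls were DMSO negative control for no effect and cytochalasin-D positive control for full effect; some results beyond the cut were filed as inactive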
Yeast lifespan up – extends the lifespan of yeast; AID 775; S. cerevisiae growth with nicotinamide, OD615; deaD strain in restrictive glucose medium; hit rate 0.68% among 130,000; inhibition of the nicotinamide effect, % at 10 µM;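 active means inhibition above a set limit, placed 3 SD over the median of all compounds, cut at about 26% in these data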;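 further: 0% = nicotinamide-treated wells and 100% = cells grown without nicotinamide; some compounds called inactive have numbers as strong as hits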
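Test system – modified budding yeast, DeaD strain · Compound – single dose 10 µM compound, 0.25% DMSO · Times – culture preincubation 4 h, compound exposure 48 h, both 30 °C · Detection – optical density (absorbance) at 615 nm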
NPY Y2 blocker – NPY-Y2 (human) receptor antagonism | hit rate 0.99% among 140,000 | NPY-Y2 expressing cells, antagonist mode | AID 793 | inhibition, % at 2.7 µM; in the data active means inhibition above about 17%;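 further: 0% = vehicle with agonist challenge and 100% = reference antagonist with challenge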
Target sequence (P49146 whole entry, looked up): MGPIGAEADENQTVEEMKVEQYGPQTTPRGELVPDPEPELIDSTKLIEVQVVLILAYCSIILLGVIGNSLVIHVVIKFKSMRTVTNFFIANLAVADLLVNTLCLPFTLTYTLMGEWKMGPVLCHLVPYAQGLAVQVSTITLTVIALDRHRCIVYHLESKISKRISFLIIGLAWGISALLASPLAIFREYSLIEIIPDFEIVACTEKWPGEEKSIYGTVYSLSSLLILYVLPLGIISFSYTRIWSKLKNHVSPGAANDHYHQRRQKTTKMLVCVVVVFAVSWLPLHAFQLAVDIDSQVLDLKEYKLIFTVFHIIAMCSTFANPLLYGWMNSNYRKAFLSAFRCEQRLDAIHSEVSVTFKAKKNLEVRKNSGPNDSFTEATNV
MRP-1 activ – activates MRP-1. H69AR cells + doxorubicin, viability rescue, CellTiter-Glo. viability increase, % at 10 µM. hit rate 0.61% among 140,000. AID 799;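 active means viability gain under doxorubicin at or above a set limit, the compound median plus 3 SD, cut at about 4.7% in these data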;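 further: MRP-1 overexpressing cells given doxorubicin 25 µM after compound pretreatment; 18-22 h compound pretreatment then 72 h with doxorubicin before readout; 0% = doxorubicin-only wells and 100% = vehicle-treated cells without doxorubicin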
E-sel TNF inh – blocks E-selectin expression induced by TNF alpha. HUVEC TNFa-induced E-selectin immunofluorescence, high content. hit rate 0.71% among 120,000. AID 1246. inhibition, % at 2 µM;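 active means inhibition above the batch mean plus 3 SD, and confirmed as a hit on visual image review, cut at about 43% in these data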;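 further: 0% = TNF-stimulated DMSO wells and 100% = unstimulated control wells; not every result past the cut was called active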
Starred values were filed as active, the others as inactive; . = not tested or not shown. Rows were taken by chance; any-hit rate near 6.4%.

mol	GALR2 antag	HCT116 bCat-KO	Measles CPE	PTEN del growth	BB579 growth dn	Phagocyt inh	Yeast lifespan up	NPY Y2 blocker	MRP-1 activ	E-sel TNF inh
O=C(COc1ccccc1Cl)NCCCN1CCOCC1	-22	96	4	101	-40	-1	-8	4	-1.2	-16
CC1Cc2ccccc2N1c1ncnc2c1nnn2Cc1ccccc1 (configuration not stated)	-7	73	14	78	-65	0	-14	-3	0.5	15
CC1(C(=O)O)Sc2[nH]c(=O)sc2C2c3ccccc3OC(=O)C21 (configuration not stated)	-1	94	19	95	1	0	0	5	-2.1	-22
O=C(Nc1nc(COc2ccccc2)cs1)C12CC3CC(CC(C3)C1)C2	-6	39	35	30	-34	-1	8	7	0.2	8
O=C(COC(=O)CN1C(=O)C2CCCCC2C1=O)Nc1ccc(S(=O)(=O)N2CCOCC2)cc1 (configuration not stated)	0	84	10	87	-21	-14	4	2	-2.2	17
CCOc1ccc(C(CC(=O)O)NC(=O)C2c3ccccc3Oc3ccccc32)cc1 (configuration not stated)	-4	97	4	89	-18	.	-3	3	-1.8	.
Cc1occc1C(=O)NC1CCCCCC1	4	117	23	94	-8	2	-3	-1	-1.1	13
Cc1noc(C)c1COC(=O)C1CC(O)CN1S(=O)(=O)c1ccc(Cl)cc1 (configuration not stated)	7	87	6	93	-19	-1	-8	0	-1.2	.
Cc1nc(NC(=O)CSc2nnc(Cn3nnc4ccccc43)n2C)sc1C	-1	101	13	104	-5	-4	-5	-2	-2.5	3
CC1(C)Cc2c(C#N)c(NCCCO)nc(-c3ccccc3)c2CO1	-13	85	16	96	-75	0	-10	1	-1.9	.
CCCCOc1ccc(CSCCNC(=S)Nc2ccccc2)cc1	-3	69	3	66	-31	-9	3	4	-4.1	-29
COC(=O)N(NC(=O)C(O)(CCC(C)C)CCC(C)C)c1ccccc1	2	84	5	79	-27	-13	-1	26*	-2.7	8
COC(=O)c1sc2ncccc2c1OCc1c(Cl)cccc1Cl	1	78	9	85	-13	-2	-15	14	-2.8	3
O=C(c1cccs1)N1CCc2c([nH]c3ccccc23)C1c1ccc(Cl)cc1 (configuration not stated)	-12	57	.	52	-90	0	-13	7	-2.0	-5
COc1ccc(-n2nc(C(=O)NCC(=O)NCc3ccco3)c3ccccc3c2=O)cc1	3	91	1	98	-7	0	-1	1	-3.1	.
COCC(=O)Nc1cc(Cl)c(OC)cc1OC	14	97	6	102	-29	4	-4	-1	1.3	.
CCOC(=O)c1c(N)sc(C(N)=O)c1C	8	110	14	115	-65	2	-4	2	-0.8	.
CCn1c(CNc2ccc(OC)cc2)nnc1SCC(=O)N1CCCc2ccccc21	-17	87	0	91	-32	.	-1	2	-1.8	6
Cn1c(C(N)=O)cnc1Sc1ncc(C(F)(F)F)cc1Cl	8	89	7	97	-28	.	-4	1	-0.7	11
Cc1nnc(-c2cnn(-c3ccccc3)c2N)n1Cc1ccccc1	8	79	21	77	-36	.	-7	1	-1.3	10

Shown field by field: entries from further up
COC(=O)c1sc2ncccc2c1OCc1c(Cl)cccc1Cl
- GALR2 antag: 1
- HCT116 bCat-KO: 78
- Measles CPE: 9
- PTEN del growth: 85
- BB579 growth dn: -13
- Phagocyt inh: -2
- Yeast lifespan up: -15
- NPY Y2 blocker: 14
- MRP-1 activ: -2.8
- E-sel TNF inh: 3
O=C(c1cccs1)N1CCc2c([nH]c3ccccc23)C1c1ccc(Cl)cc1 (configuration not stated)
- GALR2 antag: -12
- HCT116 bCat-KO: 57
- Measles CPE: .
- PTEN del growth: 52
- BB579 growth dn: -90
- Phagocyt inh: 0
- Yeast lifespan up: -13
- NPY Y2 blocker: 7
- MRP-1 activ: -2.0
- E-sel TNF inh: -5
COc1ccc(-n2nc(C(=O)NCC(=O)NCc3ccco3)c3ccccc3c2=O)cc1
- GALR2 antag: 3
- HCT116 bCat-KO: 91
- Measles CPE: 1
- PTEN del growth: 98
- BB579 growth dn: -7
- Phagocyt inh: 0
- Yeast lifespan up: -1
- NPY Y2 blocker: 1
- MRP-1 activ: -3.1
- E-sel TNF inh: .
COCC(=O)Nc1cc(Cl)c(OC)cc1OC
- GALR2 antag: 14
- HCT116 bCat-KO: 97
- Measles CPE: 6
- PTEN del growth: 102
- BB579 growth dn: -29
- Phagocyt inh: 4
- Yeast lifespan up: -4
- NPY Y2 blocker: -1
- MRP-1 activ: 1.3
- E-sel TNF inh: .

New compounds follow.
mol	GALR2 antag	HCT116 bCat-KO	Measles CPE	PTEN del growth	BB579 growth dn	Phagocyt inh	Yeast lifespan up	NPY Y2 blocker	MRP-1 activ	E-sel TNF inh
CC(=O)Nc1cccc(C(=O)N/N=C/c2ccccc2F)c1	-5	87	7	92	3	-2	2	2	0.3	.
CCOC(=O)c1cc2c(N)c(C(=O)c3cc(C#N)c(SC)nc3C)sc2nc1C	0	66	5	17	-34	-1	-13	0	-4.0	43
COc1ccc(C2C(C(=O)N3CCN(c4ccccc4F)CC3)c3ccccc3C(=O)N2C)cc1 (configuration not stated)	-5	82	2	76	-26	2	3	5	-0.2	-17
CCn1c(C)cc2c(c1=O)C(c1ccccc1Br)C(C#N)=C(N)O2 (configuration not stated)	9	104	6	98	-34	-1	-1	1	-2.4	.
CC(C)n1c(SCCCc2ccccc2)nc2c1c(=O)[nH]c(=O)n2C	1	88	24	86	6	0	-6	5	1.5	.
COc1ccc(-c2nnc(SCc3nnc(-c4ccc(Cl)cc4)o3)n2-c2ccccc2)cc1	1	26	20	26	-19	-1	-10	23*	-1.6	0
Cc1ccc(NC(=O)Cn2c(/C=C/c3ccccc3)nc3ccccc32)cc1C	3	85	2	68	-22	0	-18	8	-1.8	18
Cc1nnc(SCC(=O)N2CCC(c3noc4ccc(F)cc34)CC2)s1	-2	92	4	87	-3	0	-6	3	-4.5	7
NC(=O)CSc1nnnn1-c1ccc2c(c1)OCCO2	2	84	3	94	-19	.	.	-1	-1.2	-2
COC(=O)c1ccccc1NC(=O)C(C)NS(=O)(=O)c1ccc(OC)cc1 (configuration not stated)	4	99	11	102	-11	0	-4	0	-1.6	8
Cc1ccc(S(=O)(=O)NCCCOC(=O)Nc2ccncc2)cc1	8	83	9	89	-20	0	-2	1	-2.1	0
CCOC(=O)c1cc(-c2ccccc2)n(CCC(=O)N2CCN(c3ccccc3OC)CC2)c1C	-1	58	13	56	-18	-3	8	1	-1.5	.
CCN(CC)S(=O)(=O)c1ccc(S(=O)(=O)Nc2ccc3c(c2)oc2ccccc23)cc1	-2	77	3	75	-40	-3	-1	4	-0.4	.
CN(C)CCN1C(=O)C(O)=C(C(=O)c2cc3ccccc3o2)C1c1ccccn1 (configuration not stated)	8	89	9	100	-34	.	-7	-1	-2.4	-16
NCC/C=C1/c2ccccc2CSc2ccccc21	4	28	1	18	-14	.	.	6	-6.0	13
O=C(Cn1nnc(-c2ccccc2F)n1)NCCc1ccccc1	1	101	17	95	-6	-1	-7	3	0.4	9
Cc1onc(-c2c(Cl)cccc2Cl)c1C(=O)NCC1CCCO1 (configuration not stated)	-3	101	6	102	-23	-5	-1	1	-2.1	0
Cc1cc(/C=C(\C#N)C(=O)NCc2ccco2)c(C)n1C1CCCC1	1	100	15	89	-21	-2	-6	7	-0.4	-3
COC(=O)c1c(NS(=O)(=O)Cc2ccccc2)sc2c1CCCC2	-6	98	4	100	-63	-2	9	7	-0.6	-4
O=C(NC1CCCCC1)c1ccc(S(=O)(=O)N2CCCCC2)cc1	0	99	11	92	-15	.	-7	1	-0.1	5

Other records follow.
Order of results: GALR2 antag	HCT116 bCat-KO	Measles CPE	PTEN del growth	BB579 growth dn	Phagocyt inh	Yeast lifespan up	NPY Y2 blocker	MRP-1 activ	E-sel TNF inh
- NS(=O)(=O)c1ccc(NC(=O)COC(=O)C2(c3ccccc3F)CCCC2)cc1
  -1	80	10	76	-37	-3	-1	-1	-1.3	.
- CCOC(=O)CSc1nnc(CNC(=O)c2ccccc2OC)n1-c1ccc(OC)cc1
  -3	93	3	99	-2	0	-1	4	-2.7	-25
- Cn1nccc1C(=O)Nc1ccccc1C(=O)O
  6	97	10	99	-14	0	-5	2	-0.9	-17
- Cc1cccc(OCCCc2c(C)n[nH]c2C)c1
  7	92	3	84	-2	-1	-10	2	-0.4	-8
- Cc1ccc(O)c(NC(=S)NC(=O)CC(C)C)c1
  10	104	3	105	-15	-5	-3	9	0.5	6
- COc1ccc(C(=O)N[C@H](C(=O)OCC(=O)NC(=O)c2cccn2C)C(C)C)cc1
  4	102	2	101	-24	3	-2	4	1.9	-3
- CCOc1cc(/C=C(\C#N)c2[nH]nc(N)c2C#N)ccc1O
  -6	79	31	84	-34	0	-12	5	-3.2	9
- Cc1c(Cl)cccc1Nc1nc(N)nc(CSc2ncccn2)n1
  1	82	3	79	-13	-1	-13	4	0.6	14
- CCOc1ccc(Oc2ccc(-c3nnc(-c4ccccc4)o3)cc2[N+](=O)[O-])cc1
  8	90	24	92	-18	.	-12	4	1.6	.
- CN(C)c1nc(N)nc(Cn2ccnc2)n1
  -4	92	4	89	4	4	-20	-2	-1.3	16
- O=C(COC(=O)/C(=C/c1cccs1)c1cccs1)NC(c1ccccc1)c1ccccc1
  14	92	9	84	-35	-4	6	4	-2.1	-7
- CCOC(=O)c1ccccc1N/C=C1\CCCC1=O
  2	81	10	92	-45	0	-16	1	-0.9	0
- Cc1ccccc1-c1nc2sc(-c3ccccc3)cc2c(=O)o1
  -5	89	20	102	-40	.	-1	3	-2.2	-5
- COC(=O)C1=C(Cn2cnc3ccccc32)NC(=O)NC1c1cc(C)ccc1C (configuration not stated)
  17	90	8	93	-55	1	-11	8	-1.8	-8
- COc1cc(NS(=O)(=O)c2ccc(NC(=S)NC(=O)c3sc4ccccc4c3Cl)cc2)nc(OC)n1
  -3	85	9	101	4	.	7	1	-1.9	.
- CCn1cc(CNC(=O)/C=C/c2ccc([N+](=O)[O-])cc2)cn1
  6	87	9	91	-11	-3	2	1	1.5	14
- O=C(OCC(=O)c1ccc[nH]1)c1ccc(S(=O)(=O)N2CCCCCC2)cc1
  -6	87	18	94	-9	1	-1	2	-2.9	34
- Cc1ccc2nc(N(CCCN(C)C)C(=O)c3cc4ccccc4oc3=O)sc2c1
  -17	84	4	90	-30	0	0	5	-2.6	.
- Cc1ccc(/C=C/C(=O)NC2CCCCCCC2)o1
  -1	45	10	53	-66	-1	38*	6	-4.8	-16

Screening data: PubChem, several laboratories
